Tau fibril ThT – qHTS for Inhibitors of Tau Fibril Formation, Thioflavin T Binding | Microtubule-associated protein tau (Homo sapiens), P10636 | recombinant tau K18 P301L, heparin-induced fibrillization, ThT fluorescence | Potency, µM (doses to about 57.4 µM), for inactives: at the highest dose activity, negative = inhibition, most hits filed as inhibitors | 270,000 compounds, 2.1% hits | AID 1460, 2008; further: nearly all actives have a fitted effect of over 55% in size
Target sequence (P10636 561-689 P618L limits assumed): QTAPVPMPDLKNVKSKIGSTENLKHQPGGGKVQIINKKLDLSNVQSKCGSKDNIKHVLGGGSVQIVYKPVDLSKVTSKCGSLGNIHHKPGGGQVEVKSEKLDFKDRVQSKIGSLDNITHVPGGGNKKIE
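Fibril formation assay: tau K18 P301L at 15 uM with trace Alexa 594 label, heparin inducer 20 uM, pH 7 sodium acetate buffer, 37 C for 6 hr; endpoint ThT signal.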
TexasRed fluor – Total Fluorescence Counterscreen for Inhibitors of the Interaction of Thyroid Hormone Receptor and Steroid Receptor Coregulator 2; TRb/SRC2 Texas Red total fluorescence interference; Potency, µM (doses to about 106 µM), for the others: top-dose fluorescence change, negative = quenching; 280,000 compounds, 0.29% hits; active means well fitted curve in either direction with a large enough effect; inconclusive means small, poorly fitted or top-dose-only effect
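Human TRβ ligand-binding domain (0.6 uM) and Texas Red SRC2 peptide (20 nM) in Tris buffer with 1 uM T3 and 5% DMSO were incubated with pinned compound for 5 hr at ambient temperature. Total fluorescence was computed as S + 2P (555/632 nm).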
L3MBTL1 block – qHTS Assay for the Inhibitors of L3MBTL1. Lethal(3)malignant brain tumor-like protein 1 (Homo sapiens), Q9Y468. AlphaScreen L3MBTL1–H3K9me1 peptide binding. 230,000 compounds, 0.66% hits. Potency, µM (doses to about 57.1 µM), inactives show at the top dose activity, negative = inhibition, hits mostly inhibitors; further: nearly all actives have a fitted effect of over 60% in size
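L3MBTL1 (50 nM) pre-complexed 30 min with biotinylated H3(1-15)K9me1 peptide (75 nM), then compounds added for 30 min at room temperature; AlphaScreen streptavidin donor/nickel chelate acceptor beads (10 ug/mL final) read after 30 min dark incubation.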
RGS12 GoLoco inh – qHTS Assay for Inhibitors of RGS12 GoLoco Motif Activity (Red Fluorophore) | Guanine nucleotide-binding protein G(i) subunit alpha-1 (Homo sapiens), P63096 | Gai1:RGS12 GoLoco peptide FP, rhodamine, 10 min | Potency, µM (top dose mostly 61.6 µM), for the others: at the top dose activity, negative = inhibition, actives largely listed as inhibitors | 230,000 compounds, 0.44% hits; active means well fitted inhibition curve with a large enough effect, not every such curve was filed as active; inactive means no such curve, though single readings can be large or run the other way; further: nearly all actives have a fitted effect of over 30% in size; many of its hits are not listed in these tables
Target sequence (P63096 whole entry, looked up): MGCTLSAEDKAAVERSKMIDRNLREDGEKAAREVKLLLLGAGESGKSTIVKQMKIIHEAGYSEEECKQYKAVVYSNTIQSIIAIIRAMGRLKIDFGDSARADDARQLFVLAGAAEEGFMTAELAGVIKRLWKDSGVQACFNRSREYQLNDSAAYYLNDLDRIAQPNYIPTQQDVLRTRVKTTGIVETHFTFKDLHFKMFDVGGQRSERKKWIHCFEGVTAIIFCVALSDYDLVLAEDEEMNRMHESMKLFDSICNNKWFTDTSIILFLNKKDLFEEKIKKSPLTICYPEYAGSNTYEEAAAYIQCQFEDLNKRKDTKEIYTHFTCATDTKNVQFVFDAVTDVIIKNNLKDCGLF
Tau fibril FP – qHTS for Inhibitors of Tau Fibril Formation, Fluorescence Polarization; 280,000 compounds, 0.39% hits; Potency, µM (top dose mostly 57.7 µM), for inactives: at the highest dose activity, negative = inhibition, most hits filed as inhibitors; K18 P301L tau heparin fibrillization, Alexa594 FP, 6 h; AID 1468, 2008; Microtubule-associated protein tau (Homo sapiens), P10636; further: nearly all actives have a fitted effect of over 55% in size
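Quantitative HTS format: compounds meet 15 uM recombinant K18 P301L tau and Alexa 594-tau tracer in 100 mM sodium acetate pH 7; 20 uM heparin triggers fibrillization at 37 C over 6 hr; FP gives the signal.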
RECQ1 helicase – qHTS Assay for Inhibitors of RecQ-Like Dna Helicase 1 (RECQ1) | ATP-dependent DNA helicase Q1 (Homo sapiens), P46063 | RECQ1 DNA unwinding, red fluorescence kinetic read | Potency, µM (highest dose often 57.3 µM), inactives show at the highest dose activity, negative = inhibition, usual class: inhibitors | 240,000 compounds, 0.54% hits | AID 2549, 2010;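 further: plate controls were vehicle for no effect and no enzyme for full effect; nearly all actives have a fitted effect of over 30% in size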
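RECQ1T1 50 nM; forked duplex (20 bp + 30-nt ss tails) 200 nM, ATP 2 mM final; pH 8.0, 2 mM MgCl2, 2.5 ug/ml poly(dI-dC); 15 min compound preincubation; discontinuous kinetic read over 2 h at RT.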
JMJD2E inh – qHTS Assay for Inhibitors of Human Jumonji Domain Containing 2E (JMJD2E) | Lysine-specific demethylase 4E (Homo sapiens), B2RXH2 | JMJD2E catalytic domain, FDH-coupled NADH fluorescence (FDH is formaldehyde dehydrogenase) | Potency, µM (highest dose often 57.1 µM), without a hit: top-dose activity change, negative = inhibition, usual class: inhibitors | 230,000 compounds, 1.6% hits | AID 2147, 2009; active means well fitted inhibition curve with a large enough effect, not every such curve was filed as active; inconclusive means small, poorly fitted or top-dose-only effect, or another doubt; inactive means no such curve, though single readings can be large or run the other way;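 further: 0% = wells with enzyme and -100% = buffer wells without enzyme; nearly all actives have a fitted effect of over 50% in size; many of its hits are not listed in these tables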
Target sequence (B2RXH2 1-337 limits assumed): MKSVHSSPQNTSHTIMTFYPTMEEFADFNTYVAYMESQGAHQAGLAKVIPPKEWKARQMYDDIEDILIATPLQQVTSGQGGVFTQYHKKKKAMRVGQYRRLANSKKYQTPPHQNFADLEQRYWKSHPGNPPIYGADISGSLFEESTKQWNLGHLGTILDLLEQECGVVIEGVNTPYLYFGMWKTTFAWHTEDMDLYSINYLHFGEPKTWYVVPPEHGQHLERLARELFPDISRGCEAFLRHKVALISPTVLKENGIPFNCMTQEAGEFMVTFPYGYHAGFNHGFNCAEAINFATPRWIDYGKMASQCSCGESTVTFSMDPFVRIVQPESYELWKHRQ
TRb SRC2 PPI – qHTS for Inhibitors of the Interaction of Thyroid Hormone Receptor and Steroid Receptor Coregulator 2; Thyroid hormone receptor beta (Homo sapiens), P10828; TRbeta-SRC2 peptide binding, fluorescence polarization; receptor liganded with 1 µM T3; Potency, µM (top dose mostly 106 µM), without a hit: top-dose activity change, negative = inhibition, actives largely listed as inhibitors; 280,000 compounds, 0.065% hits;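 further: plate controls were bound peptide for no effect and peptide without receptor for full effect; nearly all actives have a fitted effect of over 50% in size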
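Binding of a 20-amino-acid Texas Red SRC2 peptide (20 nM) to TRb ligand-binding domain (0.6 uM) with agonist T3 at 1 uM was followed by fluorescence polarization after a 5 hr room-temperature incubation.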
An asterisk follows results filed as active; i = inactive; ? = inconclusive; · = not tested or not shown; & = joins results of further samples; [ ] = another dose, or the depositor's remark. Unless noted, the call rests on the fitted dose curve; in most records, active means well fitted curve in the direction sought with a large enough effect; inconclusive means small, poorly fitted or top-dose-only effect, or another doubt; inactive means no such curve, though single readings can be large; an effect the other way counts as inactive or inconclusive. Unless noted, on the % scale 0 is the no-effect control and ±100 the full control effect; potency means the concentration at half of the fitted maximal effect. Some of the compounds tested; the hit share may differ from the screen's.

Sample of the layout (eleven entries):
Values run as follows: Tau fibril ThT	TexasRed fluor	L3MBTL1 block	RGS12 GoLoco inh	Tau fibril FP	RECQ1 helicase	JMJD2E inh	TRb SRC2 PPI
(1) CCC(C)(C)NC(=O)c1cc(S(=O)(=O)N2CCCCC2)ccc1N1CCOCC1
→ 0%	0%	6%	8%	-11%	-3%	1%	-12%
(2) Cc1ccc(-n2nc3c(c2NC(=O)c2ccc(OC(C)C)cc2)CS(=O)C3)cc1 (stereo not given)
→ -3%	2%	7%	-1%	-3%	-12%	1%	-2%
(3) Cc1cccc(C)c1NC(=O)c1sc(N)nc1-c1ccccc1
→ 6%	-2%	11%	2%	1%	-1%	-3%	-6%
(4) Fc1cccc(CN2CCN(Cc3nc(CCc4ccccc4)no3)CC2)c1
→ -11%	0%	3%	-4%	9%	8%	-6%	1%
(5) COc1cc(C(=O)NCCc2sc(-c3cccc(F)c3)nc2C)cc(OC)c1OC
→ -12%	-1%	·	·	-12%	·	·	2%
(6) Fc1ccccc1/C=C1\CCCC2=C1Nc1nnnn1C2c1ccccc1F (stereo not given)
→ 7%	0%	1%	4%	4%	-9%	-2%	-5%
(7) COC(=O)c1sc(N2CCN(c3ccc(Cl)cc3)CC2)nc1N
→ ?	-3%	·	-1%	7%	-6%	-1%	1%
(8) Cc1ccccc1C(=O)N1CCC(C(=O)Nc2ccc(F)cc2F)CC1
→ 0%	-1%	·	·	-1%	·	·	9%
(9) Nc1nc2ncc(C(=O)c3cc(Cl)cc(Cl)c3O)cc2s1
→ ?	-3%	-7%	39%[activator]	7%	10%	?	2%
(10) Cc1ccc(Nc2nc(CSc3nnc(-c4ccncc4)n3-c3ccccc3C)cs2)cc1
→ ?	-11%	-2%	6%	?	-14%	1%	8%
(11) Cc1ccc(S(=O)CCNC(=O)Cc2ccccc2)cc1 (stereo not given)
→ -5%	3%	-1%	-1%	-5%	-2%	-2%	7%

This part in full, from the start:
Values run as follows: Tau fibril ThT	TexasRed fluor	L3MBTL1 block	RGS12 GoLoco inh	Tau fibril FP	RECQ1 helicase	JMJD2E inh	TRb SRC2 PPI
(1) CCC(C)(C)NC(=O)c1cc(S(=O)(=O)N2CCCCC2)ccc1N1CCOCC1
→ 0%	0%	6%	8%	-11%	-3%	1%	-12%
(2) Cc1ccc(-n2nc3c(c2NC(=O)c2ccc(OC(C)C)cc2)CS(=O)C3)cc1 (stereo not given)
→ -3%	2%	7%	-1%	-3%	-12%	1%	-2%
(3) Cc1cccc(C)c1NC(=O)c1sc(N)nc1-c1ccccc1
→ 6%	-2%	11%	2%	1%	-1%	-3%	-6%
(4) Fc1cccc(CN2CCN(Cc3nc(CCc4ccccc4)no3)CC2)c1
→ -11%	0%	3%	-4%	9%	8%	-6%	1%
(5) COc1cc(C(=O)NCCc2sc(-c3cccc(F)c3)nc2C)cc(OC)c1OC
→ -12%	-1%	·	·	-12%	·	·	2%
(6) Fc1ccccc1/C=C1\CCCC2=C1Nc1nnnn1C2c1ccccc1F (stereo not given)
→ 7%	0%	1%	4%	4%	-9%	-2%	-5%
(7) COC(=O)c1sc(N2CCN(c3ccc(Cl)cc3)CC2)nc1N
→ ?	-3%	·	-1%	7%	-6%	-1%	1%
(8) Cc1ccccc1C(=O)N1CCC(C(=O)Nc2ccc(F)cc2F)CC1
→ 0%	-1%	·	·	-1%	·	·	9%
(9) Nc1nc2ncc(C(=O)c3cc(Cl)cc(Cl)c3O)cc2s1
→ ?	-3%	-7%	39%[activator]	7%	10%	?	2%
(10) Cc1ccc(Nc2nc(CSc3nnc(-c4ccncc4)n3-c3ccccc3C)cs2)cc1
→ ?	-11%	-2%	6%	?	-14%	1%	8%
(11) Cc1ccc(S(=O)CCNC(=O)Cc2ccccc2)cc1 (stereo not given)
→ -5%	3%	-1%	-1%	-5%	-2%	-2%	7%
(12) COc1ccc(CNC(=O)Cn2c(=O)oc3cc(S(=O)(=O)N4CCC(C)CC4)ccc32)cc1
→ 9%	-1%	·	·	-13%	·	·	1%
(13) CCCCN(C)CCCNC(=O)c1cc(-c2cccnc2)nc2ccccc12
→ -10%	-1%	·	·	0%	·	·	6%
(14) CCCNCc1cc(OCC)c(OCC(N)=O)cc1Br
→ 4%	0%	·	-4%	4%	i	8%	-11%
(15) COc1ccccc1N1CCN(C(=O)CC2NC3CCCCC3NC2=O)CC1 (stereo not given)
→ -6%	0%	3%	-4%	7%	-7%	2%	-5%
(16) O=C(NCc1ccccc1Cl)c1cnc2sc(N3CCCCC3)nn2c1=O
→ 2%	1%	·	·	-13%	·	·	-11%
(17) CC1(C)CC(CNCCC(c2ccc(F)cc2)c2ccco2)CCO1 (stereo not given)
→ -16%	1%	·	6%	-11%	i	1%	7%
(18) Cc1cc(OI)c(C(C)C)cc1-c1cc(C(C)C)c(OI)cc1C
→ -5%	0%&-2%	·	-16%	-4%	-11%&-9%	·	-3%&3%
(19) N#CC1=C(N)N(c2ncn[nH]2)C2=C(C(=O)CCC2)C1c1ccc(F)cc1 (stereo not given)
→ -5%	-4%	-13%	-6%	-1%	-1%	-8%	-1%
(20) COc1cc2c(cc1OC)n(Cc1ccc([N+](=O)[O-])cc1)c(=O)n1nc(-c3ccccc3)nc21
→ 3%	-3%	·	·	-10%	·	·	-3%
(21) COc1cc(/C=C2/C(=O)ON=C2c2ccccc2)ccc1O
→ -2%	0%	-7%	28%	13%	-10%	-2%	4%
(22) C[n+]1cccc(C(=O)[O-])c1
→ -1%	-2%	-1%	2%	-6%	-5%	-10%	-3%
(23) CCCCn1nc(CC(=O)NCCN(CC)CC)c2ccccc2c1=O
→ -6%	-2%	9%	8%	9%	-15%	4%	-1%
(24) O=C(Nc1nnc(C2CC2)s1)C1=NN(C2CCS(=O)(=O)C2)C(=O)CC1 (stereo not given)
→ -4%	-2%	-4%	10%	0%	-1%	3%	-1%
(25) Cc1nc(NC2=NC(C(=O)Nc3ccc(Cl)cc3)CC(=O)N2)nc2ccccc12 (stereo not given)
→ 8%	0%[53 µM]	9%	6%	1%	10%	-1%	-12%[53 µM]
(26) CCCCN(CC)CCCNC(=O)Nc1sc2nc3n(c(=O)c2c1C)CCC(C)CC3 (stereo not given)
→ -15%	6%	·	·	11%	·	·	3%
(27) O=C(c1c(F)cccc1F)N(Cc1cccs1)C1CCCC1
→ -5%	-3%	2%	11%	5%	i	-15%	-6%
(28) CCOc1ccc(C(=O)Nc2ccc(N3CCCC3)cc2)cc1
→ 8.9µM*	0%	-17%	5%	6%	-9%	-5%	-9%
(29) C1CN=C(NC23CC4CC(CC(C4)C2)C3)C1
→ -3%	-1%	5%	-14%	-2%	i	7%	4%
(30) O=C(NN1C(=O)c2ccccc2NC1c1cccnc1)c1ccc([N+](=O)[O-])cc1 (stereo not given)
→ -2%	-1%	·	0%	-1%	14%	1%	-10%

More structures follow.
Values run as follows: Tau fibril ThT	TexasRed fluor	L3MBTL1 block	RGS12 GoLoco inh	Tau fibril FP	RECQ1 helicase	JMJD2E inh	TRb SRC2 PPI
(31) Cc1ccc(C2Nc3ccccc3C(=O)N2CCCN2CCOCC2)cc1 (stereo not given)
→ -2%	2%	3%	-5%	-1%	-1%	?	5%
(32) CN(Cc1nc(-c2cnccn2)no1)CC(O)c1ccccc1 (stereo not given)
→ -7%	0%	2%	-3%	0%	-5%	-5%	-6%
(33) COc1cc(C(=O)NCC(c2cccs2)S(=O)(=O)c2cccs2)cc(OC)c1OC (stereo not given)
→ -9%	2%	·	·	-9%	·	·	1%
(34) O=C(CC1N=C2c3ccccc3N=C(SCc3ccc(F)cc3)N2C1=O)NCc1ccco1 (stereo not given)
→ ?	-5%	-3%	25%	-11%	-6%	?	-12%
(35) Cn1c(=O)c(=O)n(C)c2cc(S(=O)(=O)N3CCCC3C(=O)NCc3cccs3)ccc21 (stereo not given)
→ 4%	-1%	8%	0%	3%	-2%	?	2%
(36) CCOC(=O)C(c1ccccc1)C(Nc1cc(C(F)(F)F)cc(C(F)(F)F)c1)c1ccccn1 (stereo not given)
→ 1%	-1%	6%	10%	2%	-9%	0%	-3%
(37) Cc1cc(C)cc(N(C(=O)c2csnn2)C(C(=O)NC(C)(C)C)c2cccnc2)c1 (stereo not given)
→ 4%	-1%	-7%	15%	4%	22%	-6%	6%
(38) O=S(=O)(Nc1nc2ccccc2nc1Nc1ccc2c(c1)OCCO2)c1cccs1
→ 13µM*	-19%	-25%	5%	15%	-20%	22µM*	0%
(39) Cc1nn(Cc2ccc(Cl)cc2Cl)c(C)c1NC(=O)c1nn(C)cc1Cl
→ -3%	-4%	0%	-1%	-6%	i	-5%	3%
(40) COc1ccccc1C1CC(c2ccc(Cl)cc2Cl)Nc2nc(N)nn21 (stereo not given)
→ -13%	-2%	-5%	4%	2%	-4%	7%	5%
(41) CC1=C(C(=O)OCCOC(C)C)C(c2cc3c(cc2Br)OCO3)C2=C(CCCC2=O)N1 (stereo not given)
→ -5%	4%	8%	-11%	9%	-3%	?	-15%
(42) NC(=S)N=Nc1c(O)n(CCCl)c2ccc(Cl)cc12
→ ?	?	-18%	-5%	1%	0%	14%	-5%
(43) O=C(CCNS(=O)(=O)c1ccc2c(c1)CCN2C(=O)C1CC1)N1CCN(c2cccc(C(F)(F)F)c2)CC1
→ ?	-2%	·	·	13%	·	·	-7%

Screening data from PubChem BioAssay.
